SW480 rereplic – DNA re-replication induction in SW480 cells. Potency, µM (doses to about 46.1 µM), for the others: at the top dose re-replication activation, actives largely listed as activators. SW480 DNA re-replication, Hoechst DNA content imaging, 48 h. 340,000 tested, 1.8% active; also: % of control where 0% means no effect; nearly all actives have a fitted effect of over 55% in size
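Readout is total intensity of Hoechst-stained nuclei, excited at 405 nm and collected at 500-530 nm. Compound treatment lasted 48 hr at 37 C in 5% CO2 before staining.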
GLP1R cytotox – cytotoxic in the GLP-1 receptor inverse agonist counter-screen; HEK293 cAMP-luciferase reporter cells, luminescence, 24 h; Potency, µM (top dose mostly 38.3 µM), without a hit: at the highest dose activity change, negative = inhibition, actives largely listed as inhibitors; 410,000 tested, 0.13% active;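 also: loss of luciferase light is scored as toxicity; % is scaled to controls: 0 for no effect and ±100 for the full control effect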
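Seeding density was 200 cells/uL; after overnight-length (12 h) culture, 23 nL compounds went on for 24 h at 37 °C. Readout used a luciferase detection reagent, luminescence taken after 12 min at room temperature.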
TDP-43 yeast inh – rescues yeast growth from TDP-43 toxicity | 410,000 tested, 1.8% active | Potency, µM (top dose mostly 46.1 µM), for inactives: at the highest dose growth rescue (activation), hits mostly activators | AID 652104 | TDP-43 expressing yeast growth rescue, BacTiter-Glo, 24 h; also: % of control where 0% means no effect; nearly all actives have a fitted effect of over 50% in size
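Yeast cells expressing TDP-43 under galactose induction are exposed to compounds for 24 hr at 30 deg C. BacTiter-Glo luminescence measures growth, so protective compounds score as activators.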
KB-V1 MDR tox – KB-V1 MDR subline cytotoxicity; KB-V1 MDR cells viability, CellTiter-Glo, 72 h; Potency, µM (top dose mostly 46.1 µM), for the others: at the highest dose activity change, negative = cytotoxicity, hits mostly cytotoxic; 400,000 tested, 3.4% active; AID 1347076; also: % is scaled to controls: 0 for no effect and ±100 for the full control effect; nearly all actives have a fitted effect of over 60% in size
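Readout: CellTiter-Glo luminescence, 10 min after addition. Cells: KB-V1 MDR subline, 72 h at 37 degrees C with compound. Analysis: corrected, normalized data fitted to concentration-effect curves.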
GLP-1R inv ag – inverse agonists of human GLP-1 receptor | P43220 | HEK293 GLP-1R CRE-luciferase, luminescence, 24 h; GLP-1R form is constitutively active | Potency, µM (titrated, usually from 38.3 µM), for the others: top-dose activity change, negative = inhibition, usual class: inhibitors | 410,000 tested, 1.6% active | AID 624417; also: % is scaled to controls: 0 for no effect and ±100 for the full control effect; nearly all actives have a fitted effect of over 55% in size
Target sequence (P43220 whole entry, looked up): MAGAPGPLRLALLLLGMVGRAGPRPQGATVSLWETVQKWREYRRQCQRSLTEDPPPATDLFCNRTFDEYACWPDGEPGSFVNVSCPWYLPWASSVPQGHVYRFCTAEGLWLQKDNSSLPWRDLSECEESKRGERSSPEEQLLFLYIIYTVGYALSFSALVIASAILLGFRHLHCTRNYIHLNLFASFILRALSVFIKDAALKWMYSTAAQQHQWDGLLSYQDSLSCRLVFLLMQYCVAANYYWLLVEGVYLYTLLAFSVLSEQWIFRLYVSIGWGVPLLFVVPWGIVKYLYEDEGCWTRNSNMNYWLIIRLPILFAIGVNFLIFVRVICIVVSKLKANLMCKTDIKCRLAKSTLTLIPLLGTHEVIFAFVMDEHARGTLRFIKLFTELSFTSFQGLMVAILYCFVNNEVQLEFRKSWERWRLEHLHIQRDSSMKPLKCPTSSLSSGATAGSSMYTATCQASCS
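Readout was luciferase luminescence, measured 12 min after detection reagent at room temperature. Beforehand, GLP-1R reporter HEK293 cells had sat 12 h, then received compounds for 24 hr at 37 deg C.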
HT1080-NT tox – kills 2HG-producing HT-1080-NT fibrosarcoma cells; AID 686970; 360,000 tested, 1.6% active; Potency, µM (top dose mostly 46.1 µM), for the others: top-dose activity, negative = less viability, usual class: cytotoxic; HT-1080-NT fibrosarcoma viability, CellTiter-Glo ATP luminescence, 48 h;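 also: NT is the 2HG producing partner of a matched IDH1 knockdown line; 0% = DMSO-treated cells and -100% = media-only wells without cells; nearly all actives have a fitted effect of over 55% in size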
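Viability by CellTiter-Glo luminescence after 48 h compound exposure at 37C of HT-1080-NT cells (750/well, RPMI, 5% FBS). % activity scaled between DMSO wells and medium-only wells, then curve-fitted and categorized by curve class.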
GLP1R ag – agonists of human GLP-1 receptor; P43220; HEK293 GLP-1R CRE-luciferase, luminescence, 4-6 h; cells express a hypersensitive GLP-1R form; Potency, µM (highest dose often 45.6 µM), for inactives: at the top dose activation, usual class: activators; 380,000 tested, 0.007% active; AID 624172; also: % of control where 0% means no effect
KB-3-1 tox – KB-3-1 parental cell cytotoxicity. KB-3-1 viability, CellTiter-Glo ATP luminescence, 72 h. Potency, µM (doses to about 46.1 µM), for the others: top-dose activity change, negative = cytotoxic, usual class: cytotoxic. 400,000 tested, 1.4% active. AID 1347075; also: % is scaled to controls: 0 for no effect and ±100 for the full control effect; nearly all actives have a fitted effect of over 60% in size
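Using CellTiter-Glo luminescence, growth of non-resistant KB-3-1 adenocarcinoma cells is assessed 72 h after pin-tool compound addition at 37 °C. Normalized responses across the concentration series yield fitted curves.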
HT1080 IDH1KD tx – kills HT-1080 cells with IDH1 knockdown | HT-1080 IDH1 knockdown viability, ATP luminescence, 48 h | Potency, µM (top dose mostly 46.1 µM), without a hit: top-dose activity, negative = toxicity, most hits filed as cytotoxic | 360,000 tested, 2% active;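 also: 0% = DMSO wells and -100% = cell-free medium wells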
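IDH1KD HT-1080 cells, 750/well, RPMI + 5% FBS; compound pinned after 2 h settling; 48 h, 37 °C; CellTiter-Glo luminescence; % activity normalised to DMSO and no-cell wells; curves fitted, classed by r2 and efficacy.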
* = called active by the depositor; ? = inconclusive; / = not tested or not shown; [ ] = dose if it differs, or a comment. Calls follow the shape of the dose curve; as a rule, active = well fitted curve in the direction sought with a large enough effect; inconclusive = small, poorly fitted or top-dose-only effect, or another doubt; inactive = no such curve, though single readings can be large; an effect the other way counts as inactive or inconclusive. Potency is read from the fitted curve at half-maximal effect.

SMILES	SW480 rereplic	GLP1R cytotox	TDP-43 yeast inh	KB-V1 MDR tox	GLP-1R inv ag	HT1080-NT tox	GLP1R ag	KB-3-1 tox	HT1080 IDH1KD tx
CN(C)N1C(N)=C(C#N)C(c2ccsc2)C2=C1CC(C)(C)CC2=O (stereo not drawn)	-32%[inhibitor]	-10%	22%	?	14%	3%	-8%	16%	35%
CCN(C(=O)CCS(=O)(=O)c1cc2c(cc1Cl)NC(=O)CO2)c1ccccc1	-3%	0%	19%	-2%	4%	4%	9%	7%	4%
CCS(=O)(=O)N1CCCC(C(=O)NCCN(C)Cc2ccccc2)C1 (stereo not drawn)	-6%	-4%	5%	2%	-10%	-1%	0%	9%	10%
COc1ccc(-c2nnnn2-c2ccc(F)cc2F)cc1	-7%	-2%	?	5%	-1%	0%	17%	-6%	-10%
Cc1ccc(S(=O)(=O)N(C)C)cc1NC(=S)NC(=O)C12CC3CC(CC(C3)C1)C2	-4%	0%	7%	?	?	3%	-1%	3.3µM*	1%
O=C(N/N=C/c1ccc(O)cc1O)C(=O)N/N=C/c1ccc(O)cc1O	12µM*	-12%	-10%	-7%	?	?	6%	?	?
COc1ccc(-c2nnn(CC(=O)N(Cc3ccco3)C(C(=O)NCC3CCCO3)c3ccco3)n2)cc1 (stereo not drawn)	1%	-2%	-22%	-21%	2%	4%	18%	5%	-15%
O=C(CSc1nc(=O)n(CCCN2CCOCC2)c2c1CCCC2)Nc1ccc(Cl)cc1	2%	8%	18%	12%	-24%	-21%	2%	-2%	-22%
COc1cccc(C2C=C(c3ccc(C)cc3)Nc3c(C(=O)Nc4ccc(F)cc4)cnn32)c1OC (stereo not drawn)	/	24%	?	?	9%	/	/	0%	/
O=C(NCC1CCCCC1)c1cc(S(=O)(=O)N2CCCCC2)ccc1N1CCOCC1	-6%	2%	-6%	-8%	0%	-2%	5%	1%	-9%
CC(C)(C)OC(=O)N1CCC(c2nnc(SCc3ccccc3Cl)o2)CC1	/	3%	7%	9.2µM*	?	/	10%	-19%	/
COc1cc(S(=O)(=O)NCCc2c(C)[nH]c3ccccc23)c(C)cc1C	/	-17%	15%	?	?	/	-1%	0%	/
COc1ccc(C2/C(=C(\O)c3ccc4c(c3)CC(C)O4)C(=O)C(=O)N2Cc2cccnc2)c(OC)c1 (stereo not drawn)	25%	6%	-5%	2%	19%	6%	-5%	-7%	3%
O=C(COC(=O)c1c(Cl)cccc1Cl)NCC1CCCO1 (stereo not drawn)	0%	-11%	29%	0%	1%	1%	-3%	0%	10%
CCCNC(=O)c1c(O)c2cccc3c2n(c1=O)CCC3	-21%	1%	-32%[inhibitor]	1%	0%	-2%	4%	-1%	4%
CCc1ccc(C(O)(CNCc2ccccc2)c2ccccc2)cc1 (stereo not drawn)	?	-17%	10%	-10%	11µM*	-12%	-5%	-12%	-1%
Cc1ccccc1Cn1c(=O)n(CC2CCC(C(=O)N3CCOCC3)CC2)c(=O)c2sccc21 (stereo not drawn)	/	1%	4%	7%	7%	/	/	9%	/
Cc1ccc(C2(C)NC(=O)N(CC(=O)NC3CCCCC3)C2=O)cc1 (stereo not drawn)	-22%	-2%	-4%	-1%	-7%	-1%	1%	14%	-8%
Cc1ccc(CC(CC(=O)O)C(=O)Nc2ccc(Cl)cc2)cc1 (stereo not drawn)	-1%	-6%	8%	-7%	-2%	5%	-7%	-2%	-3%
COc1ccc(-c2nc(C)c(CCNS(=O)(=O)c3ccc(F)cc3)s2)cc1OC	/	-22%	?	9.2µM*	?	/	14%	?	/
CSc1nc2ccc(NS(=O)(=O)c3ccc(Cl)s3)cc2s1	-2%	1%	?	-4%	2%	-5%	3%	-5%	-12%
Nc1ccc(Nc2nc3ccccc3[nH]2)cc1	-1%	-7%	-11%	0%	31%[activator]	-9%	-1%	9%	-3%
Cc1c(C(=O)N(Cc2ccccc2)C(C)C)cnn1-c1ccccc1	6%	-16%	21%	-14%	?	-1%	12%	-16%	-2%
CCN(C(=O)CSc1ncccn1)C1CCS(=O)(=O)C1 (stereo not drawn)	17%	10%	-8%	18%	2%	-6%	-2%	-2%	1%
CCC(=O)NCCCc1nc(-c2ccccc2)no1	-7%	-10%	14%	19%	17%	8%	15%	5%	7%

(listing goes on)
SMILES	SW480 rereplic	GLP1R cytotox	TDP-43 yeast inh	KB-V1 MDR tox	GLP-1R inv ag	HT1080-NT tox	GLP1R ag	KB-3-1 tox	HT1080 IDH1KD tx
Cc1ccc(S(=O)(=O)NNC(=O)CCC(=O)Nc2ccc(C)cc2C)cc1	/	0%	0%	0%	-1%	1%	14%	25%	11%
Cc1ccc(CN(C(=O)c2cccs2)C2CCS(=O)(=O)C2)cc1 (stereo not drawn)	-8%	-3%	11%	-5%	-20%	1%	-4%	16%	-3%
O=C(CCSc1ccc(Cl)c(Cl)c1)NC12CC3CC(CC(C3)C1)C2	?	-1%	-14%	?	-3%	-23%	5%	?	-18%
O=C(N/N=C/c1ccc(C(=O)O)cc1)C1=NNC(c2ccccc2)(c2ccccc2)C1	-74%[inhibitor]	1%	3%	4%	11%	4%	-4%	0%	-1%
Cc1ccc(Nc2ncccc2C(N)=O)cc1[N+](=O)[O-]	-694%[inhibitor]	-18%	7%	19%	13%	-7%	35%	10%	-19%
CCOC(=O)c1sc(NC(=O)CSc2nc3ccccc3o2)c(C(=O)OCC)c1C	-8%	1%	16%	5%	3%	20%	-1%	15%	21%
Cc1cccc(OCC(=O)Nc2ccc(-c3nc4ccccc4o3)cc2)c1C	/	0%	26%	9%	24%	/	/	6%	/
COc1ccc(-c2cc(C(F)F)n3ncc(C(=O)N4CCc5ccccc54)c3n2)cc1	7.3µM*	-32%	-4%	?	?	3.3µM*	4%	5%	2.9µM*
COc1ccc(-c2csc(N(CCCN(C)C)C(=O)c3cc(OC)c(OC)c(OC)c3)n2)cc1	7%	2%	-1%	20%	?	-1%	1%	-3%	-9%
OC(CN1CCN(Cc2ccccc2)CC1)Cn1c2ccccc2c2ccccc21 (stereo not drawn)	/	?	3%	23µM*	?	?	17%	?	?
CC1=C(C)CC(C(=O)N2CCN(Cc3ccccc3)CC2)C(C(=O)O)C1 (stereo not drawn)	-2%	11%	-11%	19%	1%	-3%	-5%	-7%	1%
O=C(CCN1C(=O)C2CC=C(Cl)CC2C1=O)NCc1ccco1 (stereo not drawn)	1%	1%	-13%	11%	12%	4%	-3%	-5%	0%
Cc1ccc(S(=O)(=O)/N=C(/Nc2ccc(F)cc2F)c2ccc(F)cc2)cc1	6%	-6%	15%	2%	-19%	23%	-4%	8%	7%
CN1CCN(C(CNC(=O)c2c(F)cccc2F)c2ccc3c(c2)OCO3)CC1 (stereo not drawn)	/	13%	11%	10%	8%	/	/	4%	/
COc1ccc(N2C(=O)CSC23C(=O)N2CCCc4cccc3c42)cc1 (stereo not drawn)	-1%	5%	1%	-18%	0%	3%	2%	-1%	-8%
CC1C(c2ccccc2)OCCN1C(=S)NC(=O)c1ccccc1 (stereo not drawn)	/	-9%	0%	-3%	-19%	2%	2%	-2%	10%
c1csc(C2C3=C(Nc4ncnn42)c2ccccc2OC3)c1 (stereo not drawn)	3%[9.22 µM]	82%[activator]	-6%	-13%	-8%	-10%	2%	-20%	-15%
COc1cccc(-n2c(SCC(=O)NCc3ccco3)nnc2-c2c[nH]c3ccccc23)c1	-6%	-24%	0%	-1%	-15%	6%	-2%	-1%	7%
Cc1nnc(NC(=O)C2CC(=O)N(C(C)c3ccccc3)C2)s1 (stereo not drawn)	2%	2%	-3%	/	13%	-2%	-7%	/	4%
COc1ccc(N(C(=O)c2csnn2)C(C(=O)NC2CCCC2)c2ccccc2)cc1 (stereo not drawn)	-3%	0%	-4%	?	2%	-13%	2%	10%	1%

A draw from above in order of molecular weight, high to low.
SMILES	SW480 rereplic	GLP1R cytotox	TDP-43 yeast inh	KB-V1 MDR tox	GLP-1R inv ag	HT1080-NT tox	GLP1R ag	KB-3-1 tox	HT1080 IDH1KD tx
Cc1ccccc1Cn1c(=O)n(CC2CCC(C(=O)N3CCOCC3)CC2)c(=O)c2sccc21 (stereo not drawn)	/	1%	4%	7%	7%	/	/	9%	/
O=C(NCC1CCCCC1)c1cc(S(=O)(=O)N2CCCCC2)ccc1N1CCOCC1	-6%	2%	-6%	-8%	0%	-2%	5%	1%	-9%
CCOC(=O)c1sc(NC(=O)CSc2nc3ccccc3o2)c(C(=O)OCC)c1C	-8%	1%	16%	5%	3%	20%	-1%	15%	21%
O=C(N/N=C/c1ccc(C(=O)O)cc1)C1=NNC(c2ccccc2)(c2ccccc2)C1	-74%[inhibitor]	1%	3%	4%	11%	4%	-4%	0%	-1%
CC1C(c2ccccc2)OCCN1C(=S)NC(=O)c1ccccc1 (stereo not drawn)	/	-9%	0%	-3%	-19%	2%	2%	-2%	10%
Cc1c(C(=O)N(Cc2ccccc2)C(C)C)cnn1-c1ccccc1	6%	-16%	21%	-14%	?	-1%	12%	-16%	-2%
CCc1ccc(C(O)(CNCc2ccccc2)c2ccccc2)cc1 (stereo not drawn)	?	-17%	10%	-10%	11µM*	-12%	-5%	-12%	-1%
Cc1nnc(NC(=O)C2CC(=O)N(C(C)c3ccccc3)C2)s1 (stereo not drawn)	2%	2%	-3%	/	13%	-2%	-7%	/	4%
COc1ccc(-c2nnnn2-c2ccc(F)cc2F)cc1	-7%	-2%	?	5%	-1%	0%	17%	-6%	-10%

Screening results as filed in PubChem.
